# C2C12 statin – suppression of simvastatin myotoxicity; AID 602340; hit rate 0.78% among 330,000; C2C12 myotubes + simvastatin, ATP luminescence, 48 h; scaled: DMSO 0, geranylgeraniol control 100; rescue of ATP level, % at 7.49 µM;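 active means mean ATP rescue above about 67%, or every replicate alone reaching that limit, limit read from the data, passing the limit was not always enough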;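 further: myotubes were challenged with 10 µM simvastatin during compound exposure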
# Cneo AK release – Cryptococcus neoformans lysis via adenylate kinase release. C. neoformans lysis, adenylate kinase release luminescence, 4 h; normalised: neutral wells 0, clomiphene wells 100. lysis activity, % at 15 µM. hit rate 0.2% among 360,000. AID 651654;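 active means mean lysis activity across replicates of at least 80%, whatever share of replicates individually reach that level; inactive means mean lysis activity below 80%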
#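 Material – log-phase Cryptococcus neoformans yeast cells · Input – 5 × 10^6 yeast cells/mL · Medium – fresh YPD growth medium · Doses – single compound concentration per well · Timing – static 4 h at 37 °C with compound, 1 h detection · Detection – adenylate kinase release luminescence · Read-out – signal increase indicating cell lysis · Control set – Clomiphene as positive lysis control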
# PAX8 inh HTS – lowers PAX8-driven luciferase in RMG-I cells | RMG-I TPO-luciferase reporter, SteadyGlo, 24 h | inhibition, % at 12.6 µM | hit rate 1.2% among 360,000;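 active means mean replicate inhibition at least 60% with every replicate also reaching 60%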;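 further: luciferase light reporting Pax8 driven TPO promoter activity; plate controls were median of neutral control wells for no effect and mitoxantrone controls for full effect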
# PGC1a acetyl inh – PGC1a acetylation modulation, inhibitor mode; hit rate 0.17% among 350,000; U2OS PGC1a acetylation, AlphaScreen anti-acetyl-lysine; with virally co-expressed GCN5 acetyltransferase; inhibition, % at 15.6 µM;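 active means every replicate shows inhibition of at least 40%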;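 further: 0% = neutral control wells and 100% = positive control wells; some results beyond the cut were filed as inactive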
# PglD DTNB – inhibitors of Campylobacter jejuni PglD acetyltransferase; purified PglD enzyme, DTNB colorimetric CoA detection; inhibition, % at 12.5 µM; hit rate 0.098% among 360,000; AID 602405; in the data active means inhibition above about 16%, passing the limit was not always enough; further: strong numbers were not always called active
# GSIS activator – primary screen for activators of insulin secretion dependent on glucose, INS-1E cells, GLuc reporter luminescence; INS-1E GLuc reporter insulin secretion, 2-3 h; activation, % at 16.6 µM; hit rate 0.61% among 370,000; AID 743287;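 active means lowest replicate activation of at least 40%, so every replicate reaches that level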;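 further: 0% = median of neutral control wells and 100% = median of IBMX positive control wells; some compounds called inactive have numbers as strong as hits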
# ARNT-TACC3 inh – disruptors of human ARNT/TACC3 interaction; inhibition, % at 9.99 µM; hit rate 0.66% among 390,000; AID 623870; AlphaScreen His-ARNT PAS-B/GST-TACC3 binding, luminescence; TACC3 fragment carries E629A point mutation;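 active means mean inhibition of replicates at least 50% and at least half of replicates each reaching 50%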;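 further: 0% = complete ARNT plus TACC3 wells and 100% = ARNT alone without TACC3; many hits fall short of the cut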
# LGR2 antag – blocks bursicon-induced cAMP signaling via Drosophila LGR2. hit rate 0.35% among 380,000. inhibition, % at 9.99 µM. HEK293 LGR2, CRE-luciferase, bursicon-stimulated, 4 h;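 active means drop in luminescence signal, shown as inhibition above about 50% in the replicate tests, limit read from the data, passing the limit was not always enough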;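 further: agonist challenge used bursicon conditioned medium at about half maximal strength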
# * marks the source's active call; other numbers are inactive results; · = no result given. Hits appear at their usual frequency. Share with any hit: about 2.9%.
SMILES,C2C12 statin,Cneo AK release,PAX8 inh HTS,PGC1a acetyl inh,PglD DTNB,GSIS activator,ARNT-TACC3 inh,LGR2 antag
CC(=O)Nc1ccc(NC(=O)Nc2ccc(C)cc2C)cc1,·,0,2,17,-3,-1,-9,-46
OC[C@H]1[C@H](c2ccc(C#CC3(O)CCCC3)cc2)[C@@H]2CN(Cc3cccnc3)CCCCN12,·,-2,15,-1,1,-2,4,13
C=CCn1c(SCC(N)=O)nnc1-c1ccccc1O,11,-2,4,0,-300,·,26,·
CCOC(=O)CCc1c(C)nc(SCC(=O)O)c(C#N)c1C,-11,0,1,3,0,·,-11,·
O=C(OCc1ccccc1)c1cccnc1Cl,7,1,-17,-2,-2,9,3,-27
Cc1ccc2c(c1)c1c(n2CC(O)CN2C(=O)CNC2=O)C(=O)CCC1 (stereo not drawn),3,1,-1,3,-7,6,-1,-3
C=C(C)Cn1c(SCC(=O)N/N=C/c2c(O)ccc3ccccc23)nc2ccccc2c1=O,·,12,·,·,4,-29,-5,22
O=C(N/N=C\c1cn(-c2ccccc2)nc1-c1ccccc1)c1ccc(Br)o1,-24,-2,·,-8,-6,·,1,·
O=C(N/N=C/c1ccccn1)c1ccccc1,·,-3,60,·,9,2,18,6
O=C(CSc1ccc2ccccc2c1)Nn1cnnc1,42,-2,·,-6,7,·,-10,·
CC(=O)Oc1ccccc1Cn1c(C)c(C(=O)NCc2ccccc2C(F)(F)F)sc1=O,17,1,18,·,3,-28,·,5
CCc1ccccc1NNC(=O)c1cc(C)on1,1,·,15,5,·,8,-5,-4
COc1ccc2c(c1)c(C(=O)N/N=C/c1ccc(Br)cc1)c(C)n2C,-24,1,29,-12,-1,·,-7,·
COc1ccccc1CNCCS(=O)(=O)NN1CCOCC1,-3,1,2,2,8,27,-1,-23
C[C@@H]1CN([C@H](C)CO)C(=O)c2cc(NS(C)(=O)=O)ccc2O[C@@H](C)CCCCO[C@@H]1CN(C)C(=O)c1ccccc1,-9,1,-20,11,0,26,-7,18
NNC(=O)c1cc2sccc2s1,0,-1,21,-2,0,4,-1,9
C[C@H](CO)N1C[C@H](C)[C@@H](CN(C)CC2CCCCC2)OCCCC[C@H](C)Oc2ccc(N(C)C)cc2C1=O,-80,-1,-3,-18,1,-3,-5,3
COc1ccccc1-n1cnc2cc(NCc3ccccn3)ccc21,-1,-1,·,3,-3,·,5,·
CC(C)C#Cc1ccc2c(c1)O[C@H](CN(C)C(=O)Cc1ccccn1)[C@H](C)CN([C@H](C)CO)S2(=O)=O,-48,101*,·,-2,-1,12,4,-4
C=CCn1c(SCC2=C(C(=O)OCC)C(C)NC(=O)N2)nnc1C1CCCCC1 (stereo not drawn),8,-3,-1,5,5,·,-4,·
Nc1ccnn1Cc1ccc(Br)s1,·,·,2,1,0,-10,7,-11
COc1cc(CN2C[C@@H](CO)O[C@@H](n3cnc4c(N5CCCC5)ncnc43)C2)cc(OC)c1OC,2,-1,-23,2,4,-4,·,4
Cc1noc(C)c1NC(=O)Nc1ccc2c(c1)C(=O)N([C@@H](C)CO)C[C@H](C)[C@@H](CN(C)C(=O)Nc1ccc(F)cc1)OCCCC[C@H](C)O2,-10,-2,-15,15,-1,1,-2,5
CCn1c(O)c(/C=N/N=C2CCCC2)c2ccc(C3=NNC(=O)CC3)cc21,-21,2,·,-1,-5,·,-3,·
O=C(NCc1ccc(F)cc1)c1cc(C(=O)C2CC2)c[nH]1,·,0,·,-10,3,-13,-3,0
CCCCn1c(=O)[nH]c(=O)c2c1nc(CN1C(=O)c3ccccc3S1(=O)=O)n2CCC,-6,-2,·,·,3,·,3,·
Cc1ccc(C)n1C1CCS(=O)(=O)C1 (stereo not drawn),·,0,·,4,-2,-2,·,-15
Cc1c(NCc2cccnc2)cccc1C(=O)O,-5,2,-1,3,0,-2,0,6
CCC(=O)NC(Cc1ccccc1)c1ccc2c(c1)OCCCO2 (stereo not drawn),1,-3,-4,-14,-3,8,0,-10
COc1cc(NC(=O)Cn2cnc3c(OCc4ccccc4)ncnc32)cc(OC)c1OC,5,-1,2,2,-2,-17,14,4
CC(=O)c1sc(N/N=C\c2cccc(Br)c2)nc1C,-44,·,-93,·,·,-10,6,-49
OCC[C@@H]1C[C@@H](O)[C@H](O)[C@@]2(CCc3ccccc3CO2)O1,37,0,11,-8,1,28,1,1
Cc1nc2sc(C(=O)Nc3ccccc3Cc3ccccc3)c(C)c2c(=O)[nH]1,-71,-2,1,0,0,-6,-6,-4
CCC(=O)N1CCCCN2[C@@H](CO)[C@@H](c3ccc(-c4cccc(C(=O)N(C)C)c4)cc3)[C@@H]2C1,·,-2,-13,5,2,5,-10,-15
O=C(CCCOc1ccccc1)NN1C(=O)NC2(CCCCC2)C1=O,-5,-2,-10,·,2,-8,-2,-2
COCCn1c(=O)[nH]c(=O)c2c(C(F)(F)F)cc(-c3cccs3)nc21,·,·,5,·,·,37,-6,-23
O=S(=O)(Nc1ccc(C(F)(F)F)cc1)c1cccs1,-3,3,-8,5,-4,-47,4,9
CC(C)[C@H](NC(=O)OCc1ccccc1)C(=O)OCC(=O)Nc1c(F)cccc1F,·,·,0,-1,5,-4,4,-3
O=C(COC(=O)CCNS(=O)(=O)c1ccc(Cl)cc1)NCc1ccccc1,-5,1,-19,·,-4,-8,·,-16
COc1cccc(OCC(=O)O)c1,-2,0,3,·,-3,14,-6,2
COCC(=O)Nc1ccc2c(c1)[C@H]1C[C@H](CC(=O)NCC3CC3)O[C@H](CO)[C@H]1O2,-11,1,·,3,-1,-1,-8,-7
COc1ccc(N2C(=O)N(Cc3ccc(C)cc3)c3ccccc3S2(=O)=O)cc1,39,-2,-5,-12,7,-11,2,-3
CC(C)C(=O)Nc1ccc2c(c1)C(=O)N(C)[C@H]1CC[C@H](CC(=O)Nc3cccc(Cl)c3)O[C@@H]1CO2,7,-1,11,5,-2,-7,0,-4
CCCC(C)C(=O)Nc1ccc(S(=O)(=O)Nc2nccc(C)n2)cc1 (stereo not drawn),·,·,-12,0,·,23,-1,-14
CC(=O)N1CCOc2ccc(S(=O)(=O)NCC3CCC(C(=O)Nc4ncccc4C)CC3)cc21 (stereo not drawn),-4,0,1,-5,-1,20,-1,11
O=C(Cc1c(C(=O)O)[nH]c2ccccc12)NCCN1CCN(c2cccc(Cl)c2)CC1,11,2,·,-7,2,·,1,·
CN(C)CCCNC1CS(=O)(=O)CC1O (stereo not drawn),10,0,·,3,2,-10,3,9
COc1ccc(-c2noc(CCC(=O)NC3CCCCCC3)n2)cc1OC,1,1,-22,-22,-5,·,·,-2
Nc1c(SCCC(=O)O)ccc2c1C(=O)c1ccccc1C2=O,-5,-5,8,·,1,9,14,-28
COc1ccc(NC(=O)CSc2nnc(Cc3ccc(C)cc3)c(=O)n2N)cc1,5,4,-16,-6,2,-11,-18,-5
CCOc1ccc(N2C(=O)CC(C(C)c3ccccc3)C2=O)cc1 (stereo not drawn),-1,3,1,-5,6,-12,-6,-4
NC(=O)c1nsc(C(=O)N(CC(=O)NC2CCCC2)c2ccc(F)c(Cl)c2)c1N,-1,·,6,·,·,10,2,-3
Cn1cnc(S(=O)(=O)N2C[C@H](O)COC[C@@H]3O[C@@H](CC(=O)NCc4cc(F)cc(F)c4)CC[C@H]32)c1,-11,-2,2,2,-3,10,3,3
Cc1ccc(C(=O)N/C(=C\c2ccco2)C(=O)NCCc2c[nH]c3ccccc23)cc1,·,·,45,·,·,-3,9,-5
O=S(=O)(NCCN1CCOCC1)c1cc(Cl)c(Cl)cc1Cl,2,0,-10,7,5,11,1,13
COc1cc(CN2CC3(CN(C(=O)CN4CCOCC4)C3)c3c(n(C)c4cc(OC)ccc34)[C@H]2CO)cc(OC)c1,·,·,-11,-3,·,-5,·,14
COc1cccc(CNC(=O)C[C@@H]2CC[C@H](NC(=O)C3CC3)[C@@H](CO)O2)c1,-3,-1,-1,-2,3,-2,-5,18
Cc1nc(NCCO)c2nnn(Cc3ccccc3F)c2n1,2,-1,·,3,0,7,-5,-7
CC(C)c1ccc(-c2nnn(CCC(=O)O)n2)cc1,10,-1,·,·,-2,·,31,·
COc1ccc(S(=O)(=O)Nc2ccc3c(c2)CC(=O)N([C@@H](C)CO)C[C@H](C)[C@H](CN(C)CC2CC2)O3)cc1,-11,·,1,-4,·,-11,·,6
# Next part.
SMILES,C2C12 statin,Cneo AK release,PAX8 inh HTS,PGC1a acetyl inh,PglD DTNB,GSIS activator,ARNT-TACC3 inh,LGR2 antag
Cn1c(=O)n(Cc2ccccc2F)c(=O)c2c1nc1n2CCN1Cc1ccco1,-2,3,13,-17,5,-4,2,-33
CCNC(=S)N/N=C(\C)c1ccc2c(c1)OCCO2,·,11,-28,-14,1,-4,7,14
Cc1ccc(-c2ccc([C@@H]3[C@H]4CN(C(=O)Nc5cccc(F)c5)CCCCN4[C@H]3CO)cc2)cc1,·,1,-21,-7,-2,-4,2,17
COc1cc(C2/C(=C(\O)c3ccc4c(c3)OCCO4)C(=O)C(=O)N2Cc2ccco2)ccc1O (stereo not drawn),·,0,-1,1,3,14,-6,6
CCOc1ccc(C2NC(=O)NC(c3ccccc3)=C2C(C)=O)cc1OC (stereo not drawn),-4,-2,-13,-23,-2,4,-21,2
CCC(=O)N(C)C[C@@H]1Oc2ncc(C#CC(C)(C)O)cc2C(=O)N([C@H](C)CO)C[C@H]1C,-9,4,·,13,2,13,-6,-22
CCCNC(=O)Nc1ccc2c(c1)OC[C@H](C)N(CCC(F)(F)F)C[C@H](C)[C@H](OC)CN(C)C2=O,7,44,-20,18,1,-5,22,17
O=C(CCCSc1nnc(SCCCC(=O)c2ccc(F)cc2)s1)c1ccc(F)cc1,12,-1,·,-3,0,·,-2,·
O=C(NCCN1CCOCC1)[C@@]1(Cc2ccccc2)COC(c2ccc(OCCCO)cc2)=N1,·,0,8,3,2,·,-2,·
Cc1noc(C)c1NC(=O)Nc1ccc2c(c1)C(=O)N([C@@H](C)CO)C[C@H](C)[C@@H](CN(C)CC1CCCCC1)O2,10,·,-5,3,·,24,·,18
CC[C@@]12C(=O)N(c3ccc(OC)cc3)C(=O)N1[C@H](c1cccc(C)c1)[C@@H]1C(=O)N(Cc3ccccc3)C(=O)[C@@H]12,2,0,·,10,-3,·,2,·
COc1cccc(NC(=O)CN2C(=O)COc3ccc(Cl)cc32)c1,5,-2,11,-6,-6,-13,·,-6
CCC(C(=O)NCCC1=CCCCC1)c1ccccc1 (stereo not drawn),·,-5,-2,-12,2,5,11,·
C[C@@H]1CN([C@@H](C)CO)C(=O)c2cc(/C=C/c3ccccc3)cnc2O[C@@H]1CN(C)C(=O)Nc1ccc(C(F)(F)F)cc1,4,-11,·,-7,-4,0,19,22
CCCCc1ccc(NC(=S)NCC2CCCO2)cc1 (stereo not drawn),-9,2,-13,19,13,-8,·,-5
COc1ccc(Cn2c(CCC(=O)Nc3ccc(C)cc3)nc3cccnc32)cc1,47,2,14,-17,-3,·,0,·
O=C(Cn1nnc(-c2ccccc2)n1)N/N=C/c1ccc(-c2ccc(Cl)cc2)o1,·,0,5,6,-5,16,-1,28

# Source: PubChem (Broad Institute)
